Compound activity deposited in PubChem BioAssay by National Center for Advancing Translational Sciences (NCATS).
ATXN2 expr inh: reduces ATXN2 reporter expression in HEK-293 cells; HEK-293 ATXN2-luciferase reporter, luminescence, 24 h; Potency, µM (doses to about 57 µM), for inactives: at the highest dose activity change, negative = inhibition, hits mostly inhibitors; actives 0.72% (n = 360,000); AID 1745845; further: potency means the concentration at half of the fitted maximal effect; on the % scale 0 is the no-effect control and ±100 the full control effect; nearly all actives have a fitted effect of over 55% in size
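ATXN2-luciferase reporter cells (luciferase flanked by upstream and downstream ATXN2 gene portions) were treated 24 h at 37 °C with compounds at up to 57 uM. SteadyGlo luminescence gave expression; GF-AFC fluorescence gave viability.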
TGFb SMAD3 inh: blocks TGF-b signaling. HepG2 CAGA-GFP TGF-b/SMAD3 reporter, GFP fluorescence, 18 h; TGF-beta stimulated, 500 pg/mL final. Potency, µM (doses to about 46.1 µM), for the others: at the top dose activity, negative = inhibition, most hits filed as inhibitors. actives 1.2% (n = 410,000). AID 588855; further: potency means the concentration at half of the fitted maximal effect; on the % scale 0 is the no-effect control and ±100 the full control effect; nearly all actives have a fitted effect of over 65% in size
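HEPG2 CAGA-GFP reporter cells (1000/well, DMEM with 1% FBS) received compounds, then recombinant TGF-beta at 500 pg/mL final for 18 hours at 37 degrees C. Per-cell GFP summed per well was normalised to unstimulated and stimulated DMSO controls before curve fitting.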
Nrf2 ARE act: activates Nrf2 signaling. Potency, µM (titrated, usually from 46.1 µM), for the others: top-dose activation, actives largely listed as activators. AREc32 ARE-luciferase reporter (MCF7-derived line), luminescence, 24 h. actives 0.31% (n = 410,000); further: potency means the concentration at half of the fitted maximal effect; % of control where 0% means no effect; nearly all actives have a fitted effect of over 65% in size
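Reporter line AREc32 (ARE-Fluc), seeded overnight in OPTI-MEM with 5% FBS; compound pin-transferred, 24 hr at 37 deg C, 5% CO2; luminescent read-out.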
S2 tox: cell viability loss in ATXN counter-screen; S2 cells (HEK-293 line with an ATXN2-luciferase reporter) viability, CellTiter-Fluor protease fluorescence, 24 h; actives 0.49% (n = 400,000); Potency, µM (highest dose often 56.7 µM), hits mostly cytotoxic; AID 651635; further: potency means the concentration at half of the fitted maximal effect; nearly all actives have a fitted effect of over 40% in size
IL1B secr inh: blocks inflammasome-driven IL-1 beta release. activity change, % at 57.5 µM. actives 4.7% (n = 360,000). THP-1 LPS/ATP IL-1B secretion, AlphaLISA, 16 h; stronger effect = lower value. AID 743279; in the data active means activity change below about -50%; inconclusive means mostly about -30% to -49%; further: on the % scale 0 is the no-effect control and ±100 the full control effect
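THP-1 cells pretreated 1 hr with compounds (up to 57.5 uM final), then stimulated with LPS (250 ng/mL final) plus ATP (1.25 mM final); secreted IL-1B measured by AlphaLISA after 16 hr, decreased signal indicating inhibition.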
Nrf2 inh: blocks Nrf2 signaling. AID 504444. actives 2.1% (n = 360,000). A549 ARE-Fluc reporter, luciferase luminescence, 18-24 h. Potency, µM (highest dose often 46 µM), without a hit: top-dose activity change, negative = inhibition, hits mostly inhibitors; further: potency means the concentration at half of the fitted maximal effect; on the % scale 0 is the no-effect control and ±100 the full control effect; nearly all actives have a fitted effect of over 60% in size
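Cells were seeded and rested 2 h, then exposed to compounds for 18-24 h. CellTiter-Fluor was read first as a viability measure. BugLite was added 15 min before the final luminescent read of ARE-luciferase activity in A549 cells.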
A549 tox: kills or reduces viability of A549 cells in Nrf2 counter-screen; AID 504648; Potency, µM (highest dose often 46 µM), for the others: top-dose activity change, negative = cytotoxicity, actives largely listed as inhibitors; actives 0.16% (n = 390,000); A549 ARE-Fluc cells, CellTiter-Fluor viability, 18-24 h; further: potency means the concentration at half of the fitted maximal effect; on the % scale 0 is the no-effect control and ±100 the full control effect
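Cytotoxicity counterscreen: CellTiter-Fluor fluorescence was measured in A549 ARE_Fluc cells after 18-24 h of compound exposure in a concentration series. The subsequent BugLite luminescent read reports ARE-luciferase activity.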
HepG2 viability: counter-screen for TGF-b inhibitors: cytotoxicity in HepG2 cells. HepG2 CAGA-GFP viability, ATP luminescence, 18 h. Potency, µM (top dose mostly 46.1 µM), without a hit: at the top dose activity change, negative = cytotoxicity, hits mostly cytotoxic. actives 0.76% (n = 410,000). AID 588856; further: potency means the concentration at half of the fitted maximal effect; some results filed as inactive show a strong effect at the top dose
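HepG2 CAGA-GFP cells (1000/well, DMEM with 1% FBS) received compound, then TGF-beta at 500 pg/mL final, and were incubated 18 hours at 37 degrees C. Viability was read by CellTiter-Glo luminescence. Media-only wells were set as complete cell-killing and DMSO as no toxicity.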
MCF10A rerep: induces DNA re-replication in MCF 10a normal breast cells; Potency, µM (top dose mostly 46.1 µM), for the others: top-dose activity, positive = re-replication, most hits filed as activators; MCF 10A DNA re-replication, Hoechst nuclear intensity, 48 h; actives 2.9% (n = 350,000); further: potency means the concentration at half of the fitted maximal effect; % of control where 0% means no effect; nearly all actives have a fitted effect of over 50% in size
The depositor's hits bear a star; i = inactive; ? = inconclusive; . = not tested or not shown; [ ] = remark or other dose. Unless noted, the call rests on the fitted dose curve; in most records, active means well fitted curve in the direction sought with a large enough effect; inconclusive means small, poorly fitted or top-dose-only effect, or another doubt; inactive means no such curve, though single readings can be large; an effect the other way counts as inactive or inconclusive.

Every second line gives: ATXN2 expr inh	TGFb SMAD3 inh	Nrf2 ARE act	S2 tox	IL1B secr inh	Nrf2 inh	A549 tox	HepG2 viability	MCF10A rerep
Cc1nn(CC(=O)Nc2cccc(O)c2)c(=O)c2ccccc12
→ .	0%	-0.7%	i	0	.	.	1%	.
Cc1ccc(OCC(=O)Nc2ccccc2N2CCCC2)c(C)c1
→ ?	-25%	8.0%	i	?	?	15%	-28%	67%
CN(C)C(=O)c1cn(-c2ccccc2)nc1-c1cc2ccccc2o1
→ 25%	-4%	-0.1%	i	-18	0%	1%	2%	?
CCOCCn1c(CN2CCCC(C)C2)nc2c1c(=O)n(C)c(=O)n2C (stereo unspecified)
→ -16%	0%	2.2%	.	5	1%	-6%	-1%	8%
CCN(C(=O)CSc1nnc(COc2cccc(C)c2)o1)c1nc(C)cs1
→ -6%	-4%	-0.1%	i	14	-2%	-1%	-32%	2%
Cc1noc(C)c1S(=O)(=O)NCc1cccc(Cl)c1
→ .	2%	-0.2%	i	-4	-10%	8%	2%	8%
Cc1c(Cl)cccc1N1CCn2c1nc1c2c(=O)n(CC(=O)O)c(=O)n1C
→ -7%	2%	-0.6%	i	.	-3%	3%	7%	.
CC(C)c1[nH]nc2c1C(C(C)C)C(C#N)=C(N)O2 (stereo unspecified)
→ -8%	-1%	?	i	?	5%	1%	-31%	?
CC(=O)c1ccc(NC(=O)CCC(=O)OCC(=O)c2cccc([N+](=O)[O-])c2)cc1
→ 5%	-2%	0.0%	i	16	5%	2%	-8%	1%
CC1(Oc2ccc(CC#N)cc2)CCN(Cc2ccc(-n3ccnc3)cc2)C1 (stereo unspecified)
→ -7%	6%	8.2%	i	-1	.	.	-27%	.
COCCOC(=O)C(CC(=O)O)NCc1ccco1 (stereo unspecified)
→ 6%	?	-0.4%	i	-3	6%	0%	-5%	-1%
COc1ccc(CCNC(=O)CSc2nnc3ccc(-c4ccccn4)nn23)cc1
→ 1%	-1%	0.3%	?	8	-9%	2%	-3%	2%
COc1ccc(OC)c(CN2CCCC(C(=O)c3ccccc3SC)C2)c1 (stereo unspecified)
→ ?	?	3.3%	?	-68*	13%	-11%	-28%	?
CCc1cc2c(=O)n(CCC(C)C)c(=S)[nH]c2s1
→ -31%	?	0.7%	i	100	?	-22%	-25%	21%
CCOC(=O)[C@]12CCC=C1N(CCC1=CCCCC1)C(=O)[C@H](CC(=O)NCc1ccccc1)C2
→ 15%	.	4.6%	?	-1	.	.	.	.
O=C(O)c1cc(S(=O)(=O)N(Cc2ccccc2)c2cccc(C(F)(F)F)c2)ccc1Cl
→ .	6%	4.0%	?	-4	-15%	0%	-16%	-13%
COc1cccc(-n2c(C)cc(/C=C3\C(=N)N4N=C(CC(=O)N5CCOCC5)SC4=NC3=O)c2C)c1
→ 8%	3%	0.0%	i	36	-8%	-16%	-9%	4%
CC(CCc1ccccc1)NC(=O)CCN1N=C(c2ccccc2)CCC1=O (stereo unspecified)
→ 17%	-12%	-0.4%	i	?	-12%	0%	2%	1%
O=C(Nc1cn(-c2ccccc2)nc1-c1ccc(F)cc1)c1ccccc1
→ 3%	-7%	-0.2%	i	10	14%	-5%	4%	-8%
CC(C)(C)c1ccc(C(=O)NCCOc2ccccc2F)cc1
→ 13µM*	15%	-1.3%	i	21	.	0%	-4%	1%
COc1ccc(C(N)=O)cc1NC(=O)c1cccc(F)c1
→ -1%	2%	?	i	24	12%	-7%	-1%	?
N#CCC(=O)N/N=C/c1ccc(OCC(=O)Nc2ccc(F)cc2)cc1
→ .	-1%	4.1%	i	22	4%	-2%	8%	1%
O=C1CNC(=S)N1Cc1cccc(Cl)c1
→ .	25%	-0.4%	i	10	0%	2%	-3%	1%
COc1cccc(C(=O)Nc2ccc3c(c2)C(=O)NC3=O)c1
→ 6%	26%	2.2%	i	0	7%	0%	12%	-2%
O=C(NC1CCCC1)c1cccc(NC(=O)c2ccco2)c1
→ .	-4%	3.1%	.	?	0%	7%	-1%	-1%
CC(C)CNC(=O)c1cccc(NC(=O)c2ccco2)c1
→ 5%	-8%	4.0%	i	11	-6%	-4%	5%	2%
CCc1nnc(NC(=O)c2ccc(COc3cccc(C)c3)o2)s1
→ -5%	1%	0.1%	i	-6	9%	6%	9%	1%
COc1cc2sc(-c3ccc(S(C)(=O)=O)cc3)c(C(=O)NCCCCO)c2cc1OC
→ 11%	-4%	0.0%	i	-12	8%	-2%	2%	-47%[inhibitor]
O=C1N2CCCCC1(c1ccccc1)CCCC2
→ 10%	.	0.4%	i	-1	.	.	.	.
O=C(Cc1cccs1)N/N=C/c1ccccn1
→ 11%	5%	-0.6%	i	24	24%	0%	-4%	4%
[O-][n+]1onc2c1CCC1N(O)C(c3ccccc3)CC21O (stereo unspecified)
→ 4%	19%	0.2%	i	-11	.	4%	6%	-4%
COc1ccc(-c2csc3ncnc(N4CCN(c5ccc(OC)cc5)CC4)c23)cc1
→ -30%	?	0.2%	i	58	?	1%	-13%	13%
O=C(Nc1cccc(-n2cnnn2)c1)c1cc(Cl)ccc1Cl
→ -4%	16µM*	8.7%	i	-8	-15%	-4%	-27%	-4%
COC(=O)c1nccnc1C(=O)Nc1ccccc1N1CCOCC1
→ -2%	-14%	0.0%	i	23	-8%	13%	-17%	7%
Cc1ccsc1C(=O)OCC(=O)Nc1cccc(S(=O)(=O)N2CCCCC2)c1
→ .	-8%	0.3%	?	18	.	.	-20%	.
O=C(Nc1ccc(-c2n[nH]c(=S)o2)cc1)c1ccccc1Br
→ .	1%	-0.8%	?	44	-18%	-9%	-6%	-4%
O=C(COC(=O)/C=C/c1ccc(Cl)cc1)NC1CCCC1
→ .	-5%	0.9%	i	8	8%	6%	-12%	2%
COc1cccc(CNC(=O)CC2C(=O)NCCN2Cc2ccoc2)c1OC (stereo unspecified)
→ 16%	1%	0.2%	i	1	33%	9%	-3%	4%
CC(OC(=O)c1cccs1)C(=O)Nc1nc(-c2ccccc2)cs1 (stereo unspecified)
→ 36%	?	3.0%	i	2	11%	0%	-23%	0%
COC(=O)c1c(C)oc2ccc(NS(=O)(=O)c3cccs3)cc12
→ .	-18%	-0.5%	.	-10	?	-1%	-4%	?

Ordered by length of the SMILES (largest number first): part of the list above.
Every second line gives: ATXN2 expr inh	TGFb SMAD3 inh	Nrf2 ARE act	S2 tox	IL1B secr inh	Nrf2 inh	A549 tox	HepG2 viability	MCF10A rerep
COc1ccc(-c2csc3ncnc(N4CCN(c5ccc(OC)cc5)CC4)c23)cc1
→ -30%	?	0.2%	i	58	?	1%	-13%	13%
Cc1ccsc1C(=O)OCC(=O)Nc1cccc(S(=O)(=O)N2CCCCC2)c1
→ .	-8%	0.3%	?	18	.	.	-20%	.
COc1cccc(CNC(=O)CC2C(=O)NCCN2Cc2ccoc2)c1OC (stereo unspecified)
→ 16%	1%	0.2%	i	1	33%	9%	-3%	4%
O=C(Nc1ccc(-c2n[nH]c(=S)o2)cc1)c1ccccc1Br
→ .	1%	-0.8%	?	44	-18%	-9%	-6%	-4%
[O-][n+]1onc2c1CCC1N(O)C(c3ccccc3)CC21O (stereo unspecified)
→ 4%	19%	0.2%	i	-11	.	4%	6%	-4%
O=C(Nc1cccc(-n2cnnn2)c1)c1cc(Cl)ccc1Cl
→ -4%	16µM*	8.7%	i	-8	-15%	-4%	-27%	-4%
COC(=O)c1nccnc1C(=O)Nc1ccccc1N1CCOCC1
→ -2%	-14%	0.0%	i	23	-8%	13%	-17%	7%
O=C(Cc1cccs1)N/N=C/c1ccccn1
→ 11%	5%	-0.6%	i	24	24%	0%	-4%	4%

(next part)
Every second line gives: ATXN2 expr inh	TGFb SMAD3 inh	Nrf2 ARE act	S2 tox	IL1B secr inh	Nrf2 inh	A549 tox	HepG2 viability	MCF10A rerep
O=C(Cc1ccccc1)Nc1ccc(F)cc1
→ 16%	-23%	-0.7%	i	15	?	0%	-5%	-13%
CSc1cccc(NS(=O)(=O)c2cccc3nsnc23)c1
→ 1%	0%	-0.7%	i	36	-23%	-2%	-10%	8%
O=C(NCCCc1nc2ccccc2n1Cc1cccc(Cl)c1)c1ccco1
→ .	-46%	7.7%	.	.	-3%	6%	-25%	.
CC(=O)Nc1ccc(NC(=O)COc2ccc(-c3ccc(C#N)cc3)cc2)cc1
→ -24%	-5%	0.1%	?	2	9%	1%	5%	4%
Cc1nc(Nc2ccc(S(N)(=O)=O)cc2)sc1-c1ccccc1
→ 4%	?	8.3%	i	-80*	?	0%	-121%	?
O=[N+]([O-])c1ccc(COc2ccccc2CN2CCOCC2)cc1
→ -11%	-10%	4.7%	i	-18	-27%	5%	-24%	18%
CNC(C)C(=O)NC(C(=O)N1CCCC1C(=O)Nc1ccc2ncccc2c1)C(C)C (stereo unspecified)
→ 2%	-6%	3.3%	i	17	?	-1%	0%	92%
COc1ccc(/C=N/n2nnnc2N)cc1OC
→ 9%	1%	2.7%	i	2	-16%	-2%	1%	6%
Cc1ccc(OCc2cccc(S(=O)(=O)N(C)C)c2)c([N+](=O)[O-])n1
→ 12%	0%	4.4%	i	2	-11%	1%	3%	-8%
CN(CC(=O)Nc1ccccc1N1CCOCC1)S(=O)(=O)c1ccc(F)cc1
→ -13%	-3%	0.1%	i	-1	?	-3%	-13%	25%
COC(=O)c1ccc2c(=O)n(CCCCCC(=O)NCCc3ccccc3)c(=O)[nH]c2c1
→ .	0%	3.9%	.	.	.	5%	-24%	.
Cc1ccc(-c2nnc(SCC(=O)NC3CC3)o2)cc1
→ 45%[activator]	16%	0.3%	i	16	?	2%	-12%	-5%
COC(=O)c1ccccc1CC1SC(N)=NC1=O (stereo unspecified)
→ -3%	17%	2.6%	i	?	0%	-1%	7%	-1%
